Screening results: PubChem BioAssay, National Center for Advancing Translational Sciences (NCATS)
ERG-DNA inh: blocks human ERG Ets domain binding to DNA; AID 624246; fluorescence polarization, His-ERG Ets domain / labelled DNA; Potency, µM (highest dose often 76.9 µM), without a hit: top-dose FP activity, negative = inhibition, most hits filed as inhibitors; hit rate 0.028% among 370,000; P11308; active = well fitted inhibition curve with a large enough effect in the polarisation, with a control signal flat; inconclusive = small, poorly fitted or top-dose-only effect, or effect the other way, or a change in a side signal; inactive = no such curve, though single readings can be large or run the other way; the % refers to the polarisation;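 also: polarization taken with two DNA probes labelled with fluorescein and Texas red; potency is read from the fitted curve at half-maximal effect; % of control where 0% means no effect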
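His-tagged ERG Ets domain (1 uM in the protein solution; 300mM KCl, 50mM Tris-HCl, 1mM EDTA, 1mM DTT, pH 7.5) received compound, then a probe mix of 5 nM fluorescein-DNA and 100nM Texas-615-DNA. Fluorescence polarization was read for both dyes.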
12-LOX inh: inhibitors of human 12S-lipoxygenase ALOX12; P18054; purified 12hLO, xylenol orange hydroperoxide absorbance; Potency, µM (series often up to 108 µM), without a hit: at the top dose activity change, negative = inhibition, hits mostly inhibitors; hit rate 1.1% among 580,000; also: potency is read from the fitted curve at half-maximal effect; % is scaled to controls: 0 for no effect and ±100 for the full control effect
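Purified human 12hLO at 150 nM in 25 mM Hepes, 0.01% Triton X-100, pH 7.0, preincubated 15 min at room temperature with compound. Reaction started with 40 uM arachidonic acid, 30 min at room temperature. Hydroperoxide measured by Fe-xylenol orange, 573/405 nm absorbance ratio.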
LDHA block: blocks human lactate dehydrogenase A; P00338; purified LDHA, NADH/diaphorase-resazurin fluorescence; active compounds read low; activity change, % (values are at about 110 or 230 µM); hit rate 0.15% among 480,000; AID 1347041; in the data active = activity change below about -30%; inconclusive = mostly about -25% to -30%;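 also: plate controls were DMSO wells for no effect and wells without enzyme for full effect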
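Enzyme activity of human lactate dehydrogenase 5 (2 nM; 0.06 mM NADH, 0.2 mM pyruvate, 5 min, RT) is measured via a resazurin/diaphorase fluorescence readout of residual NADH.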
Pol beta inh: blocks human DNA polymerase beta activity; Potency, µM (titrated, usually from 114 µM), without a hit: top-dose activity change, negative = inhibition, hits mostly inhibitors; hit rate 1.3% among 340,000; AID 485314; Pol beta primer extension/strand displacement, fluorescence kinetic; P06746; also: potency is read from the fitted curve at half-maximal effect; % is scaled to controls: 0 for no effect and ±100 for the full control effect
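Enzyme-only controls used 10 nM Pol beta; buffer lacking enzyme served as negative control. Compound preincubated 15 min, then 50 nM substrate added; 0 and 10 min reads at room temperature.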
Anesthetic bind: candidate novel general anesthetic via apoferritin binding; P02791; apoferritin/1-aminoanthracene competitive binding, fluorescence; Potency, µM (series often up to 77.5 µM), without a hit: top-dose activity change, negative = displacement, hits mostly inhibitors; hit rate 0.074% among 350,000; AID 485281; also: potency is read from the fitted curve at half-maximal effect; % is scaled to controls: 0 for no effect and ±100 for the full control effect; nearly all actives have a fitted effect of over 20% in size
Target sequence (P02791 2-175 limits assumed): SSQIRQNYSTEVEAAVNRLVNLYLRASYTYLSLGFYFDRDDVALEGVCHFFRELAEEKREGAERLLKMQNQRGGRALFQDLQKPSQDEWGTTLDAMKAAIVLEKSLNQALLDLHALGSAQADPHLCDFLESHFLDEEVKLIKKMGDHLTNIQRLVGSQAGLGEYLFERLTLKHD
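Horse-spleen apoferritin (10 uM) was mixed with 50% saturated 1-aminoanthracene in PBS, exposed to compounds for 10 min at room temperature, and read for fluorescence (ex 380 nm, em 535 nm). Competitive displacement was fitted with a four-parameter Hill equation.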
RGS4 inh: human RGS4 inhibition. P49798. Transcreener GDP fluorescence polarization, RGS4-accelerated GTP hydrolysis. Potency, µM (top dose mostly 114 µM), for the others: at the highest dose activity change, negative = inhibition, most hits filed as inhibitors. hit rate 0.039% among 390,000. AID 504845; also: potency is read from the fitted curve at half-maximal effect; % is scaled to controls: 0 for no effect and ±100 for the full control effect; nearly all actives have a fitted effect of over 75% in size; some results filed as inactive show a strong effect at the top dose
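MLSMR compounds (23 nl, pin-transferred) preincubated 10 min at room temperature with a 500nM (2x) first reagent, then RGS4 at 900nM (2x) plus Transcreener GDP mix added; fluorescence polarization (620/688 nm) read before and after 90 min at 30 °C.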
APE1 inh: APE1 (human) endonuclease inhibition. Potency, µM (doses to about 65.8 µM), without a hit: at the top dose activity change, negative = inhibition, actives largely listed as inhibitors. hit rate 0.35% among 350,000. AID 2517. recombinant APE1, TAMRA/BHQ-2 abasic DNA cleavage fluorescence;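 also: potency is read from the fitted curve at half-maximal effect; plate controls were vehicle for no effect and reference inhibitor for full effect; nearly all actives have a fitted effect of over 55% in size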
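APE1 at 0.75 nM final was preincubated with compound 15 min at room temperature, then 50 nM double-stranded THF abasic-site substrate (5'-TAMRA/3'-BHQ-2) was added. Fluorescence (ex 525/em 598 nm) was read kinetically; third-minus-first read gave activity.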
POLK inh: blocks human DNA polymerase kappa activity; hit rate 0.53% among 400,000; Q9UBT6; purified Pol kappa, fluorescent DNA synthesis assay, 10 min; Potency, µM (top dose mostly 107 µM), for inactives: top-dose activity, negative = inhibition, actives largely listed as inhibitors; also: potency is read from the fitted curve at half-maximal effect; % is scaled to controls: 0 for no effect and ±100 for the full control effect
Target sequence (Q9UBT6 whole entry, looked up): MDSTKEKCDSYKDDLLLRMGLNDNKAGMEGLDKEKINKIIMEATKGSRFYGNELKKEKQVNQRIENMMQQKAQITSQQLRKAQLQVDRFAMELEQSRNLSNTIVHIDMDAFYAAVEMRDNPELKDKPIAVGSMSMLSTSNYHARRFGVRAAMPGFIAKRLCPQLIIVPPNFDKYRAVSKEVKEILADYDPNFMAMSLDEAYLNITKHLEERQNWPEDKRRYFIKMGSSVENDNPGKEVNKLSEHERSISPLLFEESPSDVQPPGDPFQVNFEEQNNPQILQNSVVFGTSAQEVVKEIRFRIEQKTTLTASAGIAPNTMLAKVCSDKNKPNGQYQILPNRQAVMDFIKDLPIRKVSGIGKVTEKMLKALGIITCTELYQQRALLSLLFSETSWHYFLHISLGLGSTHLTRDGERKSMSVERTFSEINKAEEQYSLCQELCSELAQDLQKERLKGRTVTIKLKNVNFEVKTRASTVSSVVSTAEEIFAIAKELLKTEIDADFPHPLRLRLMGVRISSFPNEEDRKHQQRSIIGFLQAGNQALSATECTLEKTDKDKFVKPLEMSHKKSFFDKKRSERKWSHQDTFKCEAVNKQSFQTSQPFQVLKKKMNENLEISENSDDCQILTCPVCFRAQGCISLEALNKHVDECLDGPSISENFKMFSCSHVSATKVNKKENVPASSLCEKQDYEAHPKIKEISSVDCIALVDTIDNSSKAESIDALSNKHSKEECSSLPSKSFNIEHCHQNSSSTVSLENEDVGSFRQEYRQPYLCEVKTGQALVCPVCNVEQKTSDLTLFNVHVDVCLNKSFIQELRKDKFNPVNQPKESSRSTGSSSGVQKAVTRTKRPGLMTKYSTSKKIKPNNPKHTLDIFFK
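Pol kappa 10 nM + cpd, 15 min RT; start w/ substrate 50 nM final; fluorescence kinetic read, 0 and 10 min. Neg ctrl: buffer, no enzyme.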
Pol eta inh: blocks human DNA polymerase eta activity; Q9Y253; hit rate 1.2% among 390,000; recombinant Pol eta, fluorescent DNA replication assay; Potency, µM (doses to about 114 µM), for the others: top-dose activity change, negative = inhibition, hits mostly inhibitors; also: potency is read from the fitted curve at half-maximal effect; % is scaled to controls: 0 for no effect and ±100 for the full control effect
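Pol eta at 10 nM preincubated with compounds 15 min at room temperature; reaction started with fluorescent substrate (50 nM final) and read kinetically at 0 and 10 min.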
The depositor's hits bear a star; ? = inconclusive; nt = no result given; & = joins results of further samples; [ ] = remark or other dose. Unless noted, calls follow the shape of the dose curve; as a rule, active = well fitted curve in the direction sought with a large enough effect; inconclusive = small, poorly fitted or top-dose-only effect, or another doubt; inactive = no such curve, though single readings can be large; an effect the other way counts as inactive or inconclusive.

SMILES	ERG-DNA inh	12-LOX inh	LDHA block	Pol beta inh	Anesthetic bind	RGS4 inh	APE1 inh	POLK inh	Pol eta inh
COC(=O)CSc1nnc(NC(=O)CCc2ccccc2)s1	17%	19%	0	23%	-6%	17%	63%[activator]	-13%	-2%
CCOc1ccc(-n2cnnn2)cc1S(=O)(=O)Nc1c(C)cccc1C	nt	-22%[57.4 µM]	-6	-3%	-15%	21%	0%	-11%	-5%
CCCCOC(=O)c1cccnc1	2%	2%	-3	4%	8%	14%	4%	7%	-9%
CC1CCCCC1NC(=O)c1ccc(CSc2nc3ccncc3[nH]2)cc1 (centres undefined)	13%	12%[57.4 µM]	-4	?	0%	5%	?	-2%	-12%
O=C(NCCCN1CCCC1)Nc1cccc2ccccc12	0%	0%	9	3%	-11%	-29%	-3%	-2%	-25%
COc1ccc(S(=O)(=O)N2CCN(C(=O)c3ccc([N+](=O)[O-])o3)CC2)cc1	18%	-35%	6	?	-9%	1%	-4%[12.4 µM]	-18%	?
COc1ccc(OC)c(C(=O)c2nc3c(n2O)CCCCC3)c1	0%	-18%	-5	1%	-4%	-19%	-1%	2%	-14%
Cc1cc(Br)c(NC(=O)CCNC(=O)OCc2ccccc2)cc1C	-3%	26%	-12	30%	6%	27%	23%	-12%	-4%
Cc1cc(S(=O)(=O)N2CC(=O)N(CCc3ccccc3)C(=O)C2)ccc1F	-3%	2%	-4	0%	-6%	26%	-5%	7%	0%
C=C(C)COc1ccc(-c2nc(N)ncc2Oc2ccc(OC)cc2)c(O)c1	1%	?	5	-1%	4%	24%[11.4 µM]	-7%	-15%	-21%
O=C1CCCC/C=C\C[C@H](CC(=O)N(CCO)Cc2ccccc2)C(=O)N2CCC[C@@H]2CO1	4%	8%	0	nt	nt	20%	6%	12%	-14%
COc1ccc(NC(=O)N2CCCC2C(=O)NCc2ccc(C)cc2)cc1 (centres undefined)	-3%	0%	1	18%	-5%	-4%	0%	3%	-5%
COc1ccc(C2=NN(C(=O)CCCC(=O)O)C(c3cn(-c4ccccc4)nc3-c3ccccc3)C2)cc1 (centres undefined)	5%	-29%	-4	?	-5%	?	-5%	?	-20%
O=C(O)c1cc(NC(=O)c2ccco2)cc(NC(=O)c2ccco2)c1	-18%	-16%	-16	-1%	-1%	34%	54%[activator]	-12%	-12%
OCCN1CCN(C2CCC(c3ccc(F)cc3)c3ccc(F)cc32)CC1 (centres undefined)	-3%	?	1	nt	nt	-30%	nt	-3%	-16%
O=C(CSc1ccc(-c2ccco2)nn1)c1cccc([N+](=O)[O-])c1	-7%	-26%	0	28µM*	-3%	?	-4%	?	?
O=C(c1ccc2c(c1)OCCO2)C1CCN(S(=O)(=O)c2ccccc2F)CC1	11%	4%	-4	48%	1%	-3%	16%	-3%	6%
O=C(COc1ccc(S(=O)(=O)N2CCOCC2)cc1Cl)NCCCn1ccnc1	?	-3%	-1	39%	4%	-8%	40%[activator]	7%	-5%
CN1CCCN(S(=O)(=O)c2cccc(C#N)c2)CC1	-3%	0%	-3	10%	53%[activator]	-18%	13%	-2%	-14%
Cc1ccc([C@H]2C(C(=O)O)=C[C@@H](CC3CCCC3)N2S(=O)(=O)c2ccc(C)cc2)cc1	-14%	40µM*	-1	nt	nt	-14%	15%	4%	-5%
CCc1ccccc1NC(=O)Nc1c[nH]c(=O)[nH]c1=O	1%	-20%	-7	-1%	-3%	-5%	nt	-6%	-15%
Cc1ccc2[nH]c3c(=O)[nH]ncc3c2c1	3%	-10%	3	38%	-4%	-12%	-7%	5%	-13%
CC(C)N(Cc1nc(-c2ccc(Cl)cc2)no1)C(=O)c1ccc(C(C)(C)C)cc1	9%	-35%	-1	27%	49%[activator]	-7%	nt	-13%	-19%
CCOc1ccc(C2C(C(=O)Nc3ccc(OC)cc3)=C(C)Nc3nc(SCc4ccc(Cl)cc4)nn32)cc1 (centres undefined)	1%	-17%	1	5%	-7%	-14%	nt	1%	-15%
O=C(O)c1cccc(NC(=O)C2CCCO2)c1 (centres undefined)	4%	25%	-1	38%	-13%	13%	10%	-15%	-5%
(list continues)
SMILES	ERG-DNA inh	12-LOX inh	LDHA block	Pol beta inh	Anesthetic bind	RGS4 inh	APE1 inh	POLK inh	Pol eta inh
Cc1ccc2c(c1)N(CC(=O)OC(CC(C)C)C(=O)NC1CCCC1)C(=O)CO2 (centres undefined)	-14%	19%	-1	3%	-22%	21%	-3%	-7%	1%
CN=C1c2cc3c(Br)c(OC)ccc3n2CCN1C	-17%	5%	14	21%	-7%	18%	3%	-7%	-7%
O=C1CC(=C(c2ccccc2)c2ccccc2)C(=O)N1CCN1CCN(c2cccc(Cl)c2)CC1	-11%	?	-6	-18%	?	30%	-5%	-12%	-12%
Cc1onc(-c2c(F)cccc2Cl)c1C(=O)N1CCN(c2ncccn2)CC1	7%	-9%	1	25%	-4%	15%	3%	8%	10%
O=c1c2c(n3nnnc3n1-c1ccccc1)-c1ccccc1CC21CCCC1	11%	131%[activator]	-2	17%	-5%	-11%	-3%	0%	-3%
CC(Oc1ccc(Cl)cc1Cl)C(=O)NCCCCc1ccccc1 (centres undefined)	1%	-36%	1	18%	-2%	-18%	-1%	-5%	-12%
O=C(CSc1nc2c(c(=O)[nH]1)CN(Cc1ccc(F)cc1)CC2)Nc1ccccc1Cl	2%	3%	-5	-1%	2%	22%	nt	1%	-16%
CCOC(=O)c1c(C)[nH]c(C(=O)/C(C#N)=C/c2ccc(OCC)cc2)c1C	-10%	?	1	25%	-5%	-24%	1%	-5%	?
CCC(C)(C)NC(=O)C(c1ccccc1Cl)N(C(=O)CCC(=O)Nc1cc(C)on1)C(C)(C)C (centres undefined)	2%	17%	-7	29%	-15%	-23%	9%[12.4 µM]	-7%	2%
Cn1c(=O)oc2cc(C(=O)c3ccccc3)ccc21	4%	-8%	0	-1%	-5%	1%	4%	4%	-10%
Cc1onc(-c2ccccc2)c1C(=O)N/N=C/c1ccc(Br)cc1	-8%	?	-5	26%	-14%	23%	-13%	6%	-15%
O=C(CCCl)N(Cc1nc2ccccc2c(=O)[nH]1)Cc1cccs1	-2%	9%	-5	?	-8%	6%	1%	-10%	-26%
Cc1ccc(-c2nnc(/C=C/c3ccccc3)o2)cc1	0%	-12%	-4	10%	-10%	-21%	19%	-3%	-21%
COCCNC(=O)CCC1CCN(Cc2cccc(-c3ccc(C)o3)c2)CC1	-12%	0%	-3	-17%	-12%	-6%	5%	-4%	-7%
CCCOC(=O)c1ccc(NC(=O)C(=O)NCCN(CC)CC)cc1	-1%	-12%	2	66%	-1%	-26%	?	-1%	-24%
CN(CCO)c1ncnc2c1sc1nc(N3CCOCC3)c3c(c12)CCC3	3%	157%[activator]	2	7%	-3%	-12%	3%	13%	-13%
COc1ccc(-c2onc(C)c2C)cc1S(=O)(=O)Nc1ccc(OC(F)(F)F)cc1	1%	?	1	11%	-4%	-15%	nt	-9%	-27%
COC(=O)c1cc2oc3ccccc3c2n1CC(=O)Nc1ccc(C)cc1Cl	-3%	-23%	2	24%	-8%	18%	nt	1%	6%
O=C(O)c1ccc2c(c1)C(=O)N(NC(=O)c1ccc(O)cc1)C2=O	0%	12%	-6	12%	1%	4%	16%	-4%	-9%
O=C1CCN(C(=O)Nc2ccccc2Cl)N1	-3%	-20%	0	0%	-7%	-38%	-2%	-2%	-19%
CN(C)C(=O)/C(=C\c1ccc(-c2cccc([N+](=O)[O-])c2)o1)NC(=O)c1ccccc1	4%	2%	3	1%	?	-1%	-6%	14%	-14%
O=C(O)CCC(=O)N1CCCC1	-3%	0%	-6	2%	-1%	-16%	3%	3%	-12%
Cc1ccc(NC(=O)CN2C(=O)CCn3nc(-c4cccn4C)cc32)c(Cl)c1	1%	?	-3	-8%	-16%	1%	nt	-13%[60.1 µM]	-2%
Cc1nn(-c2ccc(N3CCCCC3)nn2)c(C)c1CCC(=O)Nc1cccc(F)c1	5%&7%	4%&4%	-4&-4	-9%&1%	-1%&-8%	-7%&-3%	-5%	2%&0%	-17%&-8%
Nc1nnn(-c2ccccc2)c1-c1ccccc1	-7%[15.4 µM]	97%[activator]	-4	nt	nt	8%	nt	3%	-24%
CCOC(=O)CN1C(=O)N[C@@H](c2ccccc2)[C@H](C(C)=O)[C@H]1C	9%	?	-1	nt	nt	0%	-1%[12.4 µM]	3%	3%
CC(C)OC(=O)/C(C#N)=C/c1cn(C)c2ccccc12	-4%	?	-10	-2%	-9%	25%	-1%	-6%	-12%
CCOC(=O)CNC(=O)CSc1nnc(-c2cccc(OC)c2)n1CC	-17%	128%[activator]	-6	22%	-8%	-2%	12%	2%	1%
COc1ccc(CC(=O)NCc2n[nH]c(=S)n2-c2ccccc2)cc1	-1%	37%	-2	25%	3%	-25%	11%	-3%	-8%
O=C(Cn1ccc2ccccc2c1=O)N1CCN(c2cccc(Cl)c2)CC1	-1%	-3%	0	14%	-9%	2%	6%	-14%	-9%

Some of the compounds tested, so the mix of outcomes need not match the whole.
